Screening results as filed in PubChem BioAssay.
TNF death inh: inhibitors of TNF-alpha induced necroptosis in Jurkat FADD-/- cells; 220,000 compounds, 0.068% hits; Jurkat FADD-/- TNF necroptosis rescue, ATP luminescence, 24 h; 0 = TNF only, 100 = no-TNF cells; activation (protection from cell death), % at 10 µM; AID 463075;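 active means activation, meaning protection from cell death, of at least 50% relative to plate controls; inactive means activation below 50%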;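 further: necroptosis triggered by 40 ng/mL TNF-alpha added together with compound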
Cl transport mod: KCC2 (human) Cl- transport modulation; 190,000 compounds, 2.2% hits; KCC2 cells, thallium flux FluoZin-2 fluorescence; B-score of Tl+ flux slope (higher = more flux/activation; lower = inhibition) at 10 µM; AID 1456; Q9H2X9;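 active means thallium flux slope and its plate-corrected score both differing from the plate sample mean at a set confidence after two filtering rounds, in either direction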;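 further: slope of fluorescence scaled to starting intensity during 10 to 20 s after thallium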
Mdm2 ligase inh: inhibitors of human Mdm2 E3 ubiquitin ligase. signal enhancement, % at 5 µM. cell-based MDM2 ubiquitination luciferase reporter, 2 h; 0 = plate control, 100 = twice control, blank-subtracted. Q00987. 210,000 compounds, 0.11% hits. AID 1230;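 active means signal enhancement of 30% or more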;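 further: luminescence tracks abundance of the self-degrading MDM2-luciferase fusion protein; higher signal means inhibition of MDM2 E3 ligase activity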
Target sequence (Q00987 whole entry, looked up, the tested form may be a part): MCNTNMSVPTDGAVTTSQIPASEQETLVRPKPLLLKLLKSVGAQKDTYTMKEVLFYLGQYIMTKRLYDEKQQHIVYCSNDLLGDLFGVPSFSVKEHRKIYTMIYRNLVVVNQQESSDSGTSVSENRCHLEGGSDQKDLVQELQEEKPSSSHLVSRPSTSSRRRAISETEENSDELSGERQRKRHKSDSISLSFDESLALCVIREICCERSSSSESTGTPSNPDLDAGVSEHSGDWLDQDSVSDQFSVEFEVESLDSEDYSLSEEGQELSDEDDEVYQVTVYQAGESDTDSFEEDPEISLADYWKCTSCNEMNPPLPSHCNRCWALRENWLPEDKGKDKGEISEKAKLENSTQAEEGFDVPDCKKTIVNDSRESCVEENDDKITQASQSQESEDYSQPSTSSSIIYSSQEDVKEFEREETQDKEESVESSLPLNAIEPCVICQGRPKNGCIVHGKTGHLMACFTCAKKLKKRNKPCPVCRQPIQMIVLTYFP
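Test system: stable mammalian line carrying autodegrading MDM2–luciferase fusion reporter; quantity: 2000 cells in each well; times: 4 h cell settling then 2 h compound exposure, 37 °C; detection: luminescence with SteadyLite reagent, 15 min at room temperature; evaluation: percent signal gain over controls, blank-subtracted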
Rad51 HR inh: Rad51 (human) homologous recombination inhibition; 200,000 compounds, 0.085% hits; hRad51 DNA strand exchange, fluorescence dequenching; AID 1385; inhibition, % at 10 µM;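 active means inhibition above 40% at the single screening dose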;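 further: 0% = DMSO control wells and 100% = blanks with heterologous ssDNA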
Target sequence (Q06609 whole entry, looked up): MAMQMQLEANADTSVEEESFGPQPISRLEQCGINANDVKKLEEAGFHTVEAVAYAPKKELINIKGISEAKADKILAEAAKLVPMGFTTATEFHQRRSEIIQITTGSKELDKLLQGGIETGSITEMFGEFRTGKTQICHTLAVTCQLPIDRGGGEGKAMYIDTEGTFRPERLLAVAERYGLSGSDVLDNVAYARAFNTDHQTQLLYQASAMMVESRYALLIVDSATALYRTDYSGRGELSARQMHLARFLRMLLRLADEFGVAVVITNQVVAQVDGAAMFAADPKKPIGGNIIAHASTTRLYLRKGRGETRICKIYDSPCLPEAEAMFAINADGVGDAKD
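Test system – preformed human Rad51 ssDNA filaments · Reagent – Donor/quencher-labelled 47-bp dsDNA substrate · Incubation – 37 °C 15-min filament assembly, 30-min compound preincubation, 15-min exchange · Signal – FRET fluorescence dequenching, excitation 485 nm, emission 520 nm · Read-out – percent inhibition from fluorescence, normalised to plate control and blank means · Benchmarks – plate control and blank wells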
PERK inhibitor: human PERK inhibition, primary cell-based screen; inhibition, % at 5.6 µM; 220,000 compounds, 0.17% hits; Q9NZJ5; CHO PERK-DD fusion, SEAP luminescence translation reporter;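 active means inhibition above the mean inhibition of all tested compounds plus 3 SD, set separately per screening campaign, cut at about 2.9% in these data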;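 further: PERK kinase domain activated by AP20187 dimerizer at 100 nM; 0% = DMSO with dimerizer and 100% = rapamycin at 8.4 µM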
eIF4E-4G inh: eIF4E/eIF4G interaction inhibition in translation initiation; TR-FRET eIF4E-eIF4GI(517-606) binding, 2 h; P63073+Q04637; inhibition, % at 21.7 µM; 220,000 compounds, 0.37% hits; AID 782;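 active means inhibition above about 30%, limit read from the data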;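 further: 0% = full FRET control wells and 100% = background wells lacking eIF4GI fragment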
zVAD death inh: blocks zVAD induced death of L929 cells; L929 zVAD necroptosis rescue, ATP luminescence, 24 h; with zVAD 60 µM; viability rescue, % at 10 µM; 220,000 compounds, 0.38% hits;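 active means activation, scaled between plate controls, above about 75%, limit read from the data; inactive means activation under that limit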;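 further: 0% = zVAD with DMSO and 100% = DMSO alone without zVAD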
EBV gp42 inh: blocks Epstein-Barr virus glycoprotein 42 binding; 220,000 compounds, 0.42% hits; Fluorescence polarization binding assay, mP read-out; Q1HVG2; inhibition, % (tested at 21.74 µM); in the data active means inhibition above about 50%
Target sequence (Q1HVG2 whole entry, looked up): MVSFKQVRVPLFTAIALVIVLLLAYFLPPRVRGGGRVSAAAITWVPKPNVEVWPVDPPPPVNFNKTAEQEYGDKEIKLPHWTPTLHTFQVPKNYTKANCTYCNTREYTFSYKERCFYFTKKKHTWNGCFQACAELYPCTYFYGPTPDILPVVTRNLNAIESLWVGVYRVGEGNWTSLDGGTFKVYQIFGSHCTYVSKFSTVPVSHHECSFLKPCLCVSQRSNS
Calpain2 inh: blocks pig calpain II enzyme activity. purified calpain II, fluorogenic peptide substrate, 30 min. inhibition, % at 16 µM. 220,000 compounds, 0.37% hits. AID 1236;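 active means inhibition above about 50%, limit read from the data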
The depositor's hits bear a star; i = inactive; / = no result given; & = joins results of further samples; [ ] = another dose, or the depositor's remark.

compound	Cl transport mod	Rad51 HR inh	TNF death inh	EBV gp42 inh	eIF4E-4G inh	zVAD death inh	Calpain2 inh	Mdm2 ligase inh	PERK inhibitor
O=C(CCSc1ccccc1)NC(=O)COC(=O)C1CCCCC1	0.05	-1	-1.0	-14	0	3.8	60*	-6	0.1
CCN(CC)C(=O)C(C)OC(=O)COc1ccc(Cl)cc1C (stereo unspecified)	/	-8	-0.1	-8	-2[fluorescence artefact?]	-0.3	-12	-8	-0.1
O=c1nc2s/c(=C\c3ccco3)c(=O)n2nc1Cc1ccc(F)cc1	-0.76	-13	-1.9	-4	7[fluorescence artefact?]	0.3	5	3	0.1
COCCCNC(=S)N/N=C/c1ccc(N(C)C)cc1	0.25	8	-0.3	-7	-2	2.5	-401	-19	0.3
CCN1C(=O)c2cccc3c(S(=O)(=O)N(C(=O)c4cccnc4)c4ccc(OC)cc4)ccc1c23	-1.2	8	1.7	-9	15	0.4	16	-1	0.3
CC(C)(C)c1ccc(/C=C/C(=O)O)s1	-0.54	4	0.4	-16	-1	2.8	11	-10	-0.5
COc1cc(/C=N/NC(=O)C(=O)NCC2CCCO2)ccc1OCC(=O)N1CCOCC1 (stereo unspecified)	0.073	3	0.6	-11	-1	0.9	-31	10	0.7
CC(C)OC(=O)C(C#N)c1nc2ccccc2nc1N1CCN(Cc2ccccc2)CC1 (stereo unspecified)	-2	-14	-9.8	7	-3	-0.2	-150	-17	0.9
O=C(Nc1ccccc1-c1nc2ccccc2[nH]1)c1ccc(S(=O)(=O)N2CCCCC2)cc1	/	7	10	10	-2[fluorescence artefact?]	12	i	-18	0.1
CCCCc1ccc(NC2=NCC(=O)N2CCc2ccccc2)cc1	-0.86	3	0.2	-4	0	6.1	2	-1	0.1
Cc1ccc(C(=O)c2cc(C)sc2N)cc1	/	3	-2.6	12	-1	-0.3	9	-12	-0.1
CCCC(CCC)C(=O)NCCN1CCOCC1	0.72	25	-0.5	-2	-2	1.4	11	6	0.8
CSc1nc2c(C)c(C)c(C)c(C)c2[nH]1	/	-26	0.0	-5	7	3.2	14	-5	2.2
CCC(C)(C(=O)NC1CCCC1)N(C)C(=O)c1ccccn1 (stereo unspecified)	-0.37	0	0.5	0	-1	1.5	26	-9	0.7
COc1ccccc1C(=O)n1nc(-c2cccnc2)nc1N	0.14	-4	-0.4	-9	4	2.5	-11	-8	0.3
CCN(CC)C(=O)C(=O)Nc1ccc(F)c(Cl)c1	1.7	1	0.8	3	-1	1.3	-1	-2	0.0
Cc1ccc(C)c(N2CCN(C(=O)COc3cc(=O)n(C)c4ccccc34)CC2)c1	/	/	-3.4	-14	6	1.4	-8	-14	-0.8
CCCCc1ccc(NC(=O)COc2ccc(C(=O)Nc3ccccc3C)cc2)cc1	0.092	7	2.4	-12	19	5.1	-4	6	1.1
Cc1nnc(SCC(=O)NNC(=O)c2ccco2)n1-c1cccc(Cl)c1	-3.6*	2	0.6	-4	0	-0.6	35	-11	0.1
Cc1ccc2c(c1)Oc1ccc(NC(=O)CCl)cc1C(=O)N2	-0.57	-1	-15	-13	-1	11	-7	-5	0.4
Clc1ccc2c(c1)[C@H]1OCC[C@H]1[C@@H](c1ccco1)N2	-0.49	-1	-4.1	-3	-1	0.1	-59	-7	0.5
COCCCC/C(=N\OCCN)c1ccc(C(F)(F)F)cc1	0.18&-1.4&-0.0014	-12&-1&-4	4.6&5.2	-11&-14&-15	-2&2&-19	0.5&-0.2	25&15&-7	-22	-1.8&0.3
O=C(O)/C=C/c1nc(-c2ccccc2)n2ccccc12	0.27	-5	-1.3	8	2	0.9	-300	-10	0.4
O=C(C1CCN(c2ncnc3c2sc2cccc(F)c23)CC1)N1CCCC1	-3.1	/	0.4	5	-2	0.1	8	2	-2.2
O=C(CN(c1ccc(Cl)cc1)S(=O)(=O)c1ccccc1)N1CCN(c2ccccc2)CC1	-4.6	-5	0.0	-9	11	-0.1	-2	0	-1.8
O=S(=O)(Nc1cccnc1)c1cccc(Cl)c1	-0.22	-5	12	-22	5	-0.3	-10	-56	0.0
Cc1cc(N(C)NC(=S)Nc2ccccc2)nc(C)n1	0.71	-13	2.0	1	-1[fluorescence artefact?]	0.0	13	-18	0.0
Cc1nn(S(=O)(=O)c2ccccc2)c(C)c1Sc1ccc([N+](=O)[O-])cc1	0.28	7	-8.6	-11	3	0.0	-5	5	-0.1
COCCN=C1Sc2nc3ccc(C)cc3cc2CN1Cc1cccs1	0.14	/	4.2	0	3	1.5	23	9	-0.1
Cc1ccccc1Cn1c(Cc2ccccc2)nc2ccccc21	-1.2	0	-9.8	-19	-5	-0.1	1	-6	-0.8
CCOC(=O)Cc1csc(NC(=O)Nc2ccc(C)cc2)n1	0.11	-6	0.1	-12	-2	-0.2	25	13	-0.6
CN(C)c1ccc(CC2C(=O)Nc3ccccc32)cc1 (stereo unspecified)	0.47	-45	-0.8	-4	5	1.9	12	-4	-0.3
Cn1c(Oc2ccccc2NCc2cc(Br)ccc2O)cc(=O)n(C)c1=O	-0.56	/	-4.9	-16	3	0.2	2	5	0.5
O=c1oc2cc(OCc3c(F)c(F)c(F)c(F)c3F)ccc2cc1-c1ccccn1	1.1	-8	1.0	6	2[fluorescence artefact?]	1.4	-4	-4	0.2
COc1ccc(OCC(O)CNC(=O)Nc2cccc3ccccc23)cc1 (stereo unspecified)	-1.8	21	0.6	-1	3	1.9	1	3	0.5
CCc1cccc2c(C(=O)COC(=O)/C=C/c3ccc(O)c(OC)c3)c[nH]c12	-1.3	2	1.8	-8	3	74	-34	-6	0.7
CCSc1nnc(NC(=O)Cc2ccc(OC)c(S(=O)(=O)N3CCOCC3)c2)s1	-0.71	3	-0.5	-10	-11	0.0	-15	14	-1.4
O=C(CN(c1ccc(F)cc1)S(=O)(=O)c1ccc2c(c1)OCCO2)Nc1ccccc1	-0.56	-3	-0.3	-5	-6	0.1	42	-11	-1.9
CCn1nnnc1SCC(=O)Nc1sc(C)c(C)c1C#N	-1	-4	1.8	-8	-3[fluorescence artefact?]	0.5	-6	-13	-0.7
COc1cccc2sc(N3CCN(c4nc5ccccc5s4)CC3)nc12	0.49	2	5.7	-1	11	47	2	21	-0.6
Cc1nnc2sc(-c3ccncc3)nn12	1.3	-6	0.2	-15	/	-0.1	-27	-4	-1.2
CC(NC(=O)COC(=O)CCc1nc(=O)c2ccccc2n1C)c1ccccc1 (stereo unspecified)	0.2	0	-0.6	-4	0	1.0	-6	2	0.6
CCCN(C(=O)CSc1nnnn1C)c1c(N)n(Cc2ccccc2)c(=O)[nH]c1=O	0.052	3	1.2	-20	0	0.9	-6	-13	1.2
Cc1oc(-c2ccc(Cl)cc2)nc1CN1CCCC(C(=O)NCCCN2CCOCC2)C1 (stereo unspecified)	0.086	/	-4.3	-11	0[fluorescence artefact?]	1.3	-35	-15	-0.6
COc1ccc(/C=C2\CCCC3C2=NN(C(=O)COC(=O)CNC(=O)c2ccccc2)C3c2ccc(OC)cc2)cc1 (stereo unspecified)	0.56	-5	-4.1	-17	-4	0.2	-87	-45	-1.5
O=C1CC(C(=O)Nc2cccc(Cl)c2)n2ncnc2N1 (stereo unspecified)	0.2	1	1.6	-7	0	2.3	-4	-4	0.3
Cc1ccc(C)c(C2C(C#N)=C(N)Oc3cc(C)oc(=O)c32)c1 (stereo unspecified)	-1.3	/	1.8	-10	4[fluorescence artefact?]	/	-15	3	-1.1
O=S(=O)(c1ccc(Cl)s1)N1CCC(Cc2ccccc2)CC1	-0.37	5	0.5	0	-7[fluorescence artefact?]	-0.1	-31	-13	0.7
CCOC(=O)Cc1cnc(NC(=O)CSc2nc3ncnc(N)c3[nH]2)s1	/	-3	-0.9	-3	-2	20	-15	2	-0.3
Cc1cc(Nc2ccc(Br)cc2F)n2ncnc2n1	-0.031	/	-4.0	-23	8	/	-14	/	1.4
COc1ccccc1/C=c1\sc2nc(-c3ccco3)nn2c1=O	/	-5	-1.4	-11	9	5.4	-36	-6	0.9
CCCCCC(O)(CCN1CCCCC1)c1ccc(OCC)cc1 (stereo unspecified)	-2.9	1	1.0	-3	-3	-0.2	15	-18	-0.4
CCOC(=O)CCC(NC(=O)c1ccccc1C(=O)NC(CCC(=O)OCC)C(=O)OCC)C(=O)OCC (stereo unspecified)	-0.75	4	-0.7	-4	-2	0.9	-17	-4	0.9
COc1ccc(N2CCN(C(=O)CCCCn3c(=O)[nH]c4ccsc4c3=O)CC2)cc1	-0.039	3	1.8	-10	2	2.6	14	-3	0.3
Cc1cc(-c2ccccc2)nc(N(C)NC(=O)C(C)(C)C)c1S(C)(=O)=O	0.13	20	0.8	-3	3	2.1	0	3	0.3
O=C(NC1=NCCCCC1)c1cccc2ccccc12	0.33	0	0.8	-2	-3	1.4	-25	-10	0.1
Nc1ccc(-c2ccc(N)c([N+](=O)[O-])c2)cc1[N+](=O)[O-]	-0.95	3	0.7	7	5	4.9	-22	3	-0.1
CCCNC(=O)CSc1nnc(-c2ccco2)n1C	0.84	10	-3.0	-4	-2	0.1	1	12	2.0
C=CC(=O)NC(NC(=O)C=C)c1ccccc1F	-0.25	-11	-1.6	-10	2	-0.3	4	-16	0.2
O=C(/C(=C/c1ccccc1)n1cncn1)c1ccc(Cl)cc1Cl	0.36	/	-0.1	-7	-3[fluorescence artefact?]	0.2	-1	-6	0.2

Later entries.
compound	Cl transport mod	Rad51 HR inh	TNF death inh	EBV gp42 inh	eIF4E-4G inh	zVAD death inh	Calpain2 inh	Mdm2 ligase inh	PERK inhibitor
O=C(c1cn(-c2ccccc2)nc1-c1cccc([N+](=O)[O-])c1)N1CCCCC1	-0.11	-11	1.2	4	1	0.5	4	-4	-0.1
N#Cc1ccsc1NC(=O)CN1CCCCC1	/	-4	0.3	7	-9	0.0	30	-17	-0.2
C/C(N)=C(/C#N)C(=O)COC(=O)c1cc(-c2cccc3ccccc23)nc2ccccc12	-1	-11	1.0	-9	-2	-0.3	-73	-9	0.8
COC(=O)c1sc2nc3c(c(-c4cccs4)c2c1N)CCCC3	1.3	/	1.5	16	6	/	-249	-4	-0.4
COc1ccccc1-n1c2c(cc(C(=O)N3CCC(C)CC3)c1=O)C(=O)CC(C)(C)C2	0.1	-5	-0.6	-5	3	-0.5	8	-5	-1.1
COc1ccccc1CNC(=O)C1CC(=O)N(c2ccc(C)c(C)c2)C1 (stereo unspecified)	-1.2	5	0.8	-2	-2	0.8	17	8	-0.4
Cc1ccc(Cn2c(=O)n(CCC(=O)NCc3ccc4c(c3)OCO4)c(=O)c3ccccc32)cc1	-1.2	8	1.9	-8	1	1.0	-4	-18	0.9
Cn1c(=O)cc(OCCCC(=O)NCc2ccccn2)c2ccccc21	-1.2	6	-4.8	4	-2	0.9	7	10	0.1
